RECQ1 helicase: qHTS Assay for Inhibitors of RecQ-Like Dna Helicase 1 (RECQ1). 240,000 compounds, 0.54% hits. AID 2549, 2010. Potency, µM (series often up to 57.3 µM), for inactives: top-dose activity, negative = inhibition, actives largely listed as inhibitors. ATP-dependent DNA helicase Q1 (Homo sapiens), P46063. RECQ1 DNA unwinding, red fluorescence kinetic read;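 note: plate controls were vehicle for no effect and no enzyme for full effect; nearly all actives have a fitted effect of over 30% in size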
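50 nM RECQ1T1 preincubated 15 min with compound in Tris pH 8.0 buffer with MgCl2, DTT, Tween-20 and 2.5 ug/ml poly(dI-dC); started with 200 nM TAMRA/BHQ-2 forked duplex and 2 mM ATP. Unwinding read as fluorescence (525/598 nm), two reads 2 h apart.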
TexasRed fluor: Total Fluorescence Counterscreen for Inhibitors of the Interaction of Thyroid Hormone Receptor and Steroid Receptor Coregulator 2 | TRb/SRC2 Texas Red total fluorescence interference | Potency, µM (series often up to 106 µM), for the others: at the highest dose fluorescence change, negative = quenching | 280,000 compounds, 0.29% hits | AID 1479, 2009; active = well fitted curve in either direction with a large enough effect; inconclusive = small, poorly fitted or top-dose-only effect; note: % is set by controls: 0 for no effect and ±100 for the full control effect
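Human TRb ligand-binding domain at 0.6 uM with 20 nM Texas Red SRC2 peptide in Tris buffer containing 1 uM T3 and 5% DMSO, incubated with compound 5 h at ambient temperature. Total fluorescence (555/632 nm) calculated as parallel + 2 × perpendicular.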
HTT cytoprotect: qHTS Multiplex Assay to Identify Dual Action Probes in a Cell Model of Huntington: Cytoprotection (ATP) | AID 1471, 2008 | Potency, µM (highest dose often 56.4 µM), for the others: cytoprotection (ATP increase), usual class: activators | PC12 HTT-Q103 induced, cytoprotection, ATP luminescence, 40 h | 230,000 compounds, 0.14% hits;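 note: % of control where 0% means no effect; nearly all actives have a fitted effect of over 45% in size; toxic huntingtin expression switched on by the ecdysone agonist tebufenozide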
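Rat PC12, Q103 Htt exon1-GFP fusion, ecdysone promoter; tebufenozide inducer 100 nM final; compound titration; qHTS, 1500 cells/well; ATPlite luminescent read.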
L3MBTL1 inh: qHTS Assay for the Inhibitors of L3MBTL1. Lethal(3)malignant brain tumor-like protein 1 (Homo sapiens), Q9Y468. AlphaScreen L3MBTL1–H3K9me1 peptide binding. Potency, µM (series often up to 57.1 µM), inactives show top-dose activity, negative = inhibition, hits mostly inhibitors. 230,000 compounds, 0.66% hits. AID 485360, 2010; note: % is set by controls: 0 for no effect and ±100 for the full control effect; nearly all actives have a fitted effect of over 60% in size
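First, the protein-peptide complex forms for 30 min at room temperature (L3MBTL1 50 nM, biotinylated H3K9me1 peptide 75 nM). Next, compounds are pin-transferred and incubated 30 min. Finally, AlphaScreen beads are added and read after 30 min.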
Tau ThT inhib: qHTS for Inhibitors of Tau Fibril Formation, Thioflavin T Binding. AID 1460, 2008. recombinant tau K18 P301L, heparin-induced fibrillization, ThT fluorescence. 270,000 compounds, 2.1% hits. Potency, µM (top dose mostly 57.4 µM), for inactives: at the highest dose activity, negative = inhibition, most hits filed as inhibitors; note: % is set by controls: 0 for no effect and ±100 for the full control effect; nearly all actives have a fitted effect of over 55% in size
Target sequence (P10636 561-689 P618L limits assumed): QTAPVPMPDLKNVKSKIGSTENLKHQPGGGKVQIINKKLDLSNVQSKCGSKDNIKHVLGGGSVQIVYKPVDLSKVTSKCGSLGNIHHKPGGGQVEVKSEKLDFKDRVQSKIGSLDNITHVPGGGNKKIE
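K18 P301L tau (15 uM + 0.24 uM Alexa 594-tagged), heparin 20 uM, NaOAc pH 7, 6 h 37 C; ThT 30 uM, 1 h RT, ex 450/em 510 nm.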
Tau fluor cs: Counterscreen qHTS for Inhibitors of Tau Fibril Formation, Fluorescence Polarization. tau K18 P301L Alexa594 fluorescence, heparin fibrillization. Potency, µM (highest dose often 57.7 µM), inactives show at the top dose activity change, negative = decrease. 280,000 compounds, 0.93% hits; note: % is set by controls: 0 for no effect and ±100 for the full control effect; nearly all actives have a fitted effect of over 55% in size
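Human tau K18 P301L (15 uM unlabeled, 0.24 uM Alexa 594-labeled) in 100 mM sodium acetate pH 7 with 20 uM heparin, 6 hr at 37 C. ThT 30 uM added, 1 hr ambient; Alexa 594 FP and total fluorescence read at 555/632 nm.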
TRb SRC2 PPI: qHTS for Inhibitors of the Interaction of Thyroid Hormone Receptor and Steroid Receptor Coregulator 2; 280,000 compounds, 0.065% hits; Potency, µM (highest dose often 106 µM), for inactives: top-dose activity change, negative = inhibition, usual class: inhibitors; Thyroid hormone receptor beta (Homo sapiens), P10828; TRbeta-SRC2 peptide binding, fluorescence polarization; receptor liganded with 1 µM T3;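 note: plate controls were bound peptide for no effect and peptide without receptor for full effect; nearly all actives have a fitted effect of over 50% in size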
Target sequence (P10828 whole entry, looked up): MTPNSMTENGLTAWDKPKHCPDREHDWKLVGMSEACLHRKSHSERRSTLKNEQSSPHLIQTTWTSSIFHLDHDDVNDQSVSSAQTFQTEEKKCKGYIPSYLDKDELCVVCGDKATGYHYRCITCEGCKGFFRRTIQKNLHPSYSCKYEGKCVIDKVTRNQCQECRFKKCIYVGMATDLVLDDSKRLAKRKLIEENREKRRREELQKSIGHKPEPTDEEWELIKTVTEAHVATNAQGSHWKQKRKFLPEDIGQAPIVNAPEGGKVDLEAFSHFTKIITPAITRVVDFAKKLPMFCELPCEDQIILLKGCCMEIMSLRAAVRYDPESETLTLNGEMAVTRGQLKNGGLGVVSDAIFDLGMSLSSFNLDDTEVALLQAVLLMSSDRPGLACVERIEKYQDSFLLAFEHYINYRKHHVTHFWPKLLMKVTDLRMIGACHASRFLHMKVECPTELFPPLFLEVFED
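Quantitative HTS by FP: 0.6 uM TRb LBD, 20 nM labeled SRC2 20-mer, 1 uM T3, 5% DMSO; 5 hr ambient incubation; % activity per concentration and potencies from concentration series.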
Tau fibril FP: qHTS for Inhibitors of Tau Fibril Formation, Fluorescence Polarization; Microtubule-associated protein tau (Homo sapiens), P10636; K18 P301L tau heparin fibrillization, Alexa594 FP, 6 h; Potency, µM (doses to about 57.7 µM), inactives show at the highest dose activity, negative = inhibition, actives largely listed as inhibitors; 280,000 compounds, 0.39% hits; note: % is set by controls: 0 for no effect and ±100 for the full control effect; nearly all actives have a fitted effect of over 55% in size
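Read-out: fluorescence polarization of Alexa 594-labeled tau (0.24 uM), 555 nm excitation, 632 nm emission. Mixtures held 15 uM unlabeled K18 P301L, compound and 20 uM heparin, pH 7 acetate buffer, incubated 6 hr at 37 C.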
* hit, by the source's call; i = inactive; ? = inconclusive; · = no result given; [ ] = remark or other dose. Unless noted, calls come from the whole dose curve; as a rule, active = well fitted curve in the direction sought with a large enough effect; inconclusive = small, poorly fitted or top-dose-only effect, or another doubt; inactive = no such curve, though single readings can be large; an effect the other way counts as inactive or inconclusive. Potency is the fitted concentration of half-maximal effect.

item	smiles	RECQ1 helicase	TexasRed fluor	HTT cytoprotect	L3MBTL1 inh	Tau ThT inhib	Tau fluor cs	TRb SRC2 PPI	Tau fibril FP
1	O=C(Cc1ccc(Cl)cc1)Nc1ccc(C(=O)N2CCOCC2)cc1	i	0%	-38%[inhibitor]	10%	-6%	-11%	-2%	3%
2	C/C(=N/NC(=O)c1ccccn1)c1ccco1	-15%	-5%	-73%[inhibitor]	-4%	-18%	-4%	-5%	4%
3	COC(=O)c1ccc(Cl)c(NC(=O)c2ccc(-c3ccccc3)cc2)c1	-9%	-1%	3%	2%	-7%	-3%	-10%	-1%
4	COc1ccc(S(=O)(=O)N2CCN(C(=O)c3cccs3)CC2)cc1	i	-1%	15%	6%	-6%	1%	-3%	-6%
5	O=C(Cn1cnc2ccccc2c1=O)NC1CCCc2ccccc21 (stereo unspecified)	0%	-2%	9%	·	-7%	-3%	-9%	3%
6	NC(=O)c1ccc(NC(=O)c2cccc3c2OCCCO3)cc1	-7%	0%	-11%[10 µM]	3%	-5%	-11%	-2%	-4%
7	Cc1cc(NC(=O)CCC(=O)N(c2ccccc2)C(C(=O)NC2CCCCC2)c2cccs2)no1 (stereo unspecified)	2%	-2%	1%[10 µM]	3%	-14%	-13%	7%	?
8	CC(C)(C)NC(=S)NNC(=O)c1cccc(Br)c1	-8%	-6%	-141%[inhibitor]	-11%	-14%	-14%	-4%	6%
9	O=C(NCC(c1cccnc1)N1CCN(c2ccc(F)cc2)CC1)c1ccco1 (stereo unspecified)	-5%	-1%	13%[10 µM]	4%	-13%	-9%	-4%	-5%
10	COc1ccc(-c2cc(C(F)(F)F)nc(SCC(=O)NC(C)c3ccccc3)n2)cc1 (stereo unspecified)	·	-13%	·	·	-5%	-14%	-4%	?
11	O=C(Nc1ccc(S(=O)(=O)Nc2ncccn2)cc1)c1cccc(S(=O)(=O)N2CCCC2)c1	1%	1%	14%[10 µM]	·	4%	-4%	1%	-15%
12	COc1ccc(NC(=O)C(c2cc3c(cc2[N+](=O)[O-])OCO3)N(C)C)cc1 (stereo unspecified)	0%	-1%	6%[10 µM]	-12%	?	-8%	1%	-6%
13	CN(C)S(=O)(=O)N1CCC(c2ccc(F)cc2)C(COc2ccc3c(c2)OCO3)C1 (stereo unspecified)	15%	2%	-4%[0.074 µM]	?	2%	-21%	-18%	1%
14	CC(=O)N(NC(=O)c1ccc(C)cc1)C1CC(=O)N(c2ccccc2Cl)C1=O (stereo unspecified)	2%	10%	25%[10 µM]	1%	-7%	-5%	8%	-2%
15	Cc1onc(-c2ccccc2)c1C(=O)NCc1ccc2c(c1)OCO2	12%	-3%	20%	-7%	-7%	-13%	1%	-10%

Entries of single compounds from above.
O=C(Nc1ccc(S(=O)(=O)Nc2ncccn2)cc1)c1cccc(S(=O)(=O)N2CCCC2)c1 in the list: RECQ1 helicase = 1%; TexasRed fluor = 1%; HTT cytoprotect = 14%[10 µM]; L3MBTL1 inh = ·; Tau ThT inhib = 4%; Tau fluor cs = -4%; TRb SRC2 PPI = 1%; Tau fibril FP = -15%
O=C(NCC(c1cccnc1)N1CCN(c2ccc(F)cc2)CC1)c1ccco1 (stereo unspecified) in the list: RECQ1 helicase = -5%; TexasRed fluor = -1%; HTT cytoprotect = 13%[10 µM]; L3MBTL1 inh = 4%; Tau ThT inhib = -13%; Tau fluor cs = -9%; TRb SRC2 PPI = -4%; Tau fibril FP = -5%

(further entries)
item	smiles	RECQ1 helicase	TexasRed fluor	HTT cytoprotect	L3MBTL1 inh	Tau ThT inhib	Tau fluor cs	TRb SRC2 PPI	Tau fibril FP
16	CCOc1ccc(OCC)c(NC(=O)C2CCN(S(=O)(=O)c3cnc[nH]3)CC2)c1	-1%	-5%	13%[1.9 µM]	-3%	7%	2%	4%	6%
17	CN(c1ccccc1)S(=O)(=O)c1cccc(C(=O)OCC(=O)NCc2ccco2)c1	-5%	0%	-30%	·	-12%	-17%	-6%	-3%
18	CCSc1nnc(NC(=O)c2cccnc2)s1	-2%	-2%	-13%	·	-8%	2%	-13%	3%
19	O=C(C1CCC(Cn2c(=O)c3sccc3n(Cc3ccccc3)c2=O)CC1)N1CCOCC1 (stereo unspecified)	·	-28%	·	·	1%	-6%	8%	6%
20	CCc1ccc2c(c1)c(N=NC1=NC(=O)CS1)c(O)n2C	-4%	-2%	-33%	-5%	?	-10%	5%	4%
21	O=C(NCc1ccccc1)c1ccc(Cl)nc1	-4%	-2%	10%[10 µM]	50%[activator]	-5%	-7%	-4%	-1%
22	CCOC(=O)C(NCc1ccccc1OC)(NC(=O)CC)C(F)(F)F (stereo unspecified)	-5%	1%	-6%	5%	0%	3%	-11%	-1%
23	COCCNC(=O)CCn1c(=O)c2cc(OC)c(OC)cc2n(CC(=O)Nc2ccccc2OC)c1=O	·	-3%	·	·	3%	-1%	-2%	6%
24	CC(C)c1ccc(NC(=O)N2CCC(c3nc4ccccc4o3)CC2)cc1	7%	-2%	-42%[inhibitor]	-3%	?	-13%	-13%	-3%
25	COc1ccc(-c2noc(CNC(=O)c3ccc(OC)cc3OC)n2)cc1	·	7%	·	·	?	-21%	-5%	-11%
26	Cc1cc(C)cc(N(C(=O)Cn2nnc3ccccc32)C(C(=O)NCc2ccco2)c2ccncc2)c1 (stereo unspecified)	-8%	-5%	9%	·	-17%	-7%	7%	-3%
27	CCc1ccc2nc3n[nH]c(N)c3cc2c1	-5%	1%	4%	-9%	-5%	-13%	13%	5%
28	Oc1ccc(-c2nc3ncccn3c2Nc2ccc3c(c2)OCO3)cc1	-13%	-7%	13%	·	?	?	-11%	9%
29	O=C(Nc1ccccc1C(=O)O)c1ccccc1	-2%	-1%	-21%	·	0%	-7%	3%	6%
30	CCC(c1nnc(SCC(=O)Nc2ccc(S(N)(=O)=O)cc2)n1Cc1ccccc1)N(C)C (stereo unspecified)	-11%	-1%	-57%[inhibitor]	-11%	6%	7%	-3%	-5%
31	COc1cc2[nH]c(=S)n(CC3CCCO3)c(=O)c2cc1OC (stereo unspecified)	0%	-1%	-9%	·	-1%	-6%	3%	-5%
32	CN1CCc2c(sc3c2c(=O)n(-c2ccc(Cl)cc2)c2nncn32)C1	14%	-1%	-13%	0%	?	-8%	-6%	-12%
33	CC(NC(=O)Cn1c(NCCO)nc2ccccc21)c1ccccc1 (stereo unspecified)	-16%	-1%	0%	·	-5%	-7%	-2%	2%
34	Cc1cccc(C)c1OCC(O)Cn1c2ccccc2c2ccccc21 (stereo unspecified)	-17%	-5%	-17%	11%	?	?	2%	?
35	CCCCCc1ccc(-c2ccc(=O)[nH]n2)cc1	i	-4%	-7%	1%	?	-13%	-11%	-2%
36	CCOc1ccc(CNC(=O)Cn2nc(C)c3c(C)n(-c4ccc(C)cc4)nc3c2=O)cc1	·	0%	·	·	6%	3%	-6%	-3%
37	N#Cc1c(NC(=O)CSc2nc3c(c(C(F)(F)F)n2)CCc2ccccc2-3)sc2c1CCCC2	-4%	-5%	9%[10 µM]	6%	-11%	-11%	3%	-6%
38	O=C(NCC1CCCO1)c1ccc(CNS(=O)(=O)c2cccc(Cl)c2)cc1 (stereo unspecified)	i	1%	-15%	45%[activator]	1%	-2%	-2%	-1%
39	Cc1cccc(-c2nc(C#N)c(NC3CCCCC3)o2)c1	i	1%	-56%[inhibitor]	-1%	-10%	-28%	-10%	-3%
40	O=C(NCC(F)(F)F)Nc1nnc(C(F)(F)F)s1	-7%	1%	-51%[inhibitor]	3%	12%	1%	-24%	-2%
41	Cc1ccc2nc(SCC(=O)c3c(N)n(C)c(=O)n(C)c3=O)[nH]c2c1	i	-1%	-52%	9%	-1%	7%	0%	-2%
42	CN(Cc1ccccc1)C(=O)c1cc2c(s1)-c1ccc(Cl)cc1SC2	·	-1%	·	·	-6%	-14%	4%	-1%
43	CCOc1ccc2c(c1)c(=O)c(S(=O)(=O)c1ccc(C)cc1)cn2CC(=O)Nc1ccc(C)cc1	·	-1%	·	·	11%	-12%	4%	?
44	CCCn1c(O)c(N=Nc2ccc3ccccc3n2)c2ccccc21	7%	0%[53 µM]	-82%[inhibitor][10 µM]	-10%	13µM*	-6%	-12%[53 µM]	0%
45	CC(=O)c1ccc(N2CCC(c3cc(-c4ccc(Cl)cc4Cl)n[nH]3)CC2)c([N+](=O)[O-])c1	-21%	-2%	-53%[inhibitor]	-19%	13µM*	?	0%	?
46	O=C(NCc1ccco1)c1n[nH]c(=O)c2ccccc12	-7%	0%	-14%	·	-5%	-4%	4%	0%
47	O=C(NC1=NCCS1)c1ccc(-c2ccc(Cl)cc2)o1	i	0%	-93%[inhibitor]	·	-15%	-23%	-10%	?
48	CCCCn1c(CNC(=O)C23CC4CC(CC(C4)C2)C3)nnc1SCC(=O)Nc1ccccc1	·	-11%	·	·	-2%	-19%	-2%	-2%
49	COC(=O)C1CSC(C(=O)OC)N1C(=O)CN1CCN(c2ccc(OC)cc2)CC1 (stereo unspecified)	0%	-1%	-46%[inhibitor]	11%	-7%	-4%	3%	-2%
50	COc1ccc(C=O)cc1CSc1ccccn1	-15%	-1%	-16%[10 µM]	20%	-5%	-6%	1%	1%

Quoted from the listing.
RECQ1 helicase with cpd 24 = 7%
HTT cytoprotect with cpd 31 = -9%
Tau fluor cs with cpd 3 = -3%

Source: PubChem (National Center for Advancing Translational Sciences (NCATS))

Only part of the results is shown; the hit share may differ from the screen's.
